High-throughput results as filed in PubChem.
Luciferase inh: blocks Photinus pyralis firefly luciferase activity; P08659; purified firefly luciferase, luminescence, 8 min; Potency, µM (top dose mostly 57.1 µM), for inactives: top-dose activity change, negative = inhibition, usual class: inhibitors; actives 2.2% (n = 72,000); AID 411; further: potency means the concentration at half of the fitted maximal effect; on the % scale 0 is the no-effect control and ±100 the full control effect; nearly all actives have a fitted effect of over 40% in size
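Compounds were tested as concentration series (qHTS) against purified P. pyralis luciferase with luciferin and 10 uM ATP in 50 mM imidazole pH 7.2, 50 mM KCl, 7 mM MgCl2, 0.01% Tween 20, 0.05% BSA. Luminescence was read after 8 min at ambient temperature.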
Caspase-1 inhib: allosteric or competitive inhibitors of human caspase-1. actives 0.03% (n = 75,000). Potency, µM (highest dose often 57.5 µM), for inactives: top-dose activity change, negative = inhibition, hits mostly inhibitors. Caspase-1 enzyme, Ac-WEHD-AFC fluorogenic rate. P29466;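 further: potency means the concentration at half of the fitted maximal effect; plate controls were vehicle for no effect and no substrate for full effect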
A350 fluor: compound fluoresces in the Alexa 350 spectral region; Compound autofluorescence, 340/450 nm, Alexa 350 dye-equivalents; active compounds read high; max dye-equivalent concentration, M; actives 11% (n = 59,000); AID 590; in the data active means max dye-equivalent concentration above about 10 nM; inconclusive means mostly about 1.1 nM to 9.6 nM
USP2a inhib: inhibitors of human ubiquitin-specific protease USP2a. O75604. AID 927. USP2a enzymatic assay, qHTS inhibition. actives 0.1% (n = 60,000). Potency, µM (highest dose often 38.3 µM), for the others: at the top dose activity change, negative = inhibition, hits mostly inhibitors;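 further: potency means the concentration at half of the fitted maximal effect; nearly all actives have a fitted effect of over 60% in size; plate controls were DMSO for no effect and NEM full inhibition control for full effect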
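Inhibition is measured in a cell-free coupled assay with 20 nM USP2 core, 20 nM Ub-PLA2 and 20 uM NBD C6-HPC, 2.5 h incubation. Activity normalized to NEM control.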
CRE Fsk mod: CRE-bla signaling modulation under forskolin stimulation. CHO CRE-bla reporter (cAMP response element driving beta-lactamase), forskolin EC10, beta-lactamase ratio. Potency, µM (highest dose often 38.2 µM), inactives show at the highest dose activity change, negative = inhibition, hits mostly activators. actives 2.5% (n = 71,000). AID 662; active means well fitted activation curve with a large enough effect in the signal ratio, with a control signal flat, not every such curve was filed as active; inconclusive means small, poorly fitted or top-dose-only effect, or effect the other way, or a change in a side signal; the % refers to the signal ratio; further: potency means the concentration at half of the fitted maximal effect; % of control where 0% means no effect
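Titrated compounds plus EC10 NKH 477 on CHO CRE-bla cells, 3 h, 37 °C. CCF4, 2 h RT. Ratio 460/530 nm → AC50.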
BRCT PPI red: disrupts BRCA1 BRCT binding to phosphoprotein, red fluorophore readout; P38398; BRCT-phosphopeptide binding, red fluorescence polarization; Potency, µM (highest dose often 76.9 µM), inactives show at the top dose activity change, negative = inhibition, hits mostly inhibitors; actives 0.03% (n = 75,000); AID 892; further: on the % scale 0 is the no-effect control and ±100 the full control effect
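Fluorescence polarization: 100 nM His-tagged BRCA1 BRCT with 100 nM TAMRA-labelled phospho-BACH1 decapeptide, phosphate buffer pH 7.3 with 150 mM NaCl, DTT, 0.01% Tween 20; 12 min RT. Binding inhibition seen as FP decrease.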
Casp7 inh: caspase-7 (human) inhibition, allosteric or competitive | P55210 | recombinant caspase-7, Ac-DEVD-AFC fluorescence rate | Potency, µM (top dose mostly 57.5 µM), without a hit: at the top dose activity change, negative = inhibition, hits mostly inhibitors | actives 0.02% (n = 75,000); active means well fitted inhibition curve with a large enough effect in the main read-out, with a control signal flat, not every such curve was filed as active; inconclusive means small, poorly fitted or top-dose-only effect, or a change in a side signal; further: potency means the concentration at half of the fitted maximal effect; % of control where 0% means no effect
Target sequence (P55210 24-198 limits assumed): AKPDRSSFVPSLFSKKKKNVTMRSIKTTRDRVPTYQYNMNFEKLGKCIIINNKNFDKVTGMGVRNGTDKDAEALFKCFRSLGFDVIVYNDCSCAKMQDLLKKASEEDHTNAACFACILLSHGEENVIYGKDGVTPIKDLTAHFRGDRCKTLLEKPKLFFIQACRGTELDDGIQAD
Target sequence (P55210 207-303 limits assumed): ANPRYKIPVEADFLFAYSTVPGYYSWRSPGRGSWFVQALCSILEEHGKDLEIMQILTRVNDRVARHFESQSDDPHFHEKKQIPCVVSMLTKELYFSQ
Tau filament bind: tau filament binding; P10636; Potency, µM (top dose mostly 57.1 µM), without a hit: at the highest dose activity change, negative = inhibition; actives 2% (n = 71,000); recombinant tau filaments, thioflavin S fluorescence, 15 h; filaments grown with octadecylsulfate alongside compound;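 further: potency means the concentration at half of the fitted maximal effect; on the % scale 0 is the no-effect control and ±100 the full control effect; actives lower thioflavin S fluorescence by blocking filaments or displacing dye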
Target sequence (P10636 whole entry, looked up): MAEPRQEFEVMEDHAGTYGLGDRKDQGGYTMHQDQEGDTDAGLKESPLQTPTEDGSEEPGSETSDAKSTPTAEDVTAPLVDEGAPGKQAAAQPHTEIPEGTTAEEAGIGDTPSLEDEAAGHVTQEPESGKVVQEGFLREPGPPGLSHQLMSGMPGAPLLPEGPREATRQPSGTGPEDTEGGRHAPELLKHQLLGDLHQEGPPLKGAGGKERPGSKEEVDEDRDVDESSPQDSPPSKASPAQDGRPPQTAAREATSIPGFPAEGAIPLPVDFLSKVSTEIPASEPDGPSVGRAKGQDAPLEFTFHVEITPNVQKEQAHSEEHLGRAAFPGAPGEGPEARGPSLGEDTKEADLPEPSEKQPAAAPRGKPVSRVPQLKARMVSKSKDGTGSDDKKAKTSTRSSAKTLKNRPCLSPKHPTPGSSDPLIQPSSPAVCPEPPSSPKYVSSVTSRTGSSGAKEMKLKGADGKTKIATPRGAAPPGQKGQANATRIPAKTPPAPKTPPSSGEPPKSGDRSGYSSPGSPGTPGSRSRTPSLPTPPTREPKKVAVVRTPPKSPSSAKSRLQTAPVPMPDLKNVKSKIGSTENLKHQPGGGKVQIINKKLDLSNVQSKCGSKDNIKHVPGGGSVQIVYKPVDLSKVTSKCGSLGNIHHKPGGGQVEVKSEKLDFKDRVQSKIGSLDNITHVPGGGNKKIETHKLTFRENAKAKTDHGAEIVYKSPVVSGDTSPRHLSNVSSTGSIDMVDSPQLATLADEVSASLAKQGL
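Tau 2 uM in ThS buffer dispensed; compound added; 60 uM ODS added (finals 1 uM tau, 30 uM ODS); 15 h 37 C; fluor ex450/em510.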
ERK AVP block: blocks ERK signaling stimulated by vasopressin | HEK293-V1b, vasopressin-stimulated pERK AlphaScreen | Potency, µM (top dose mostly 57.5 µM), inactives show at the highest dose activity, negative = inhibition, usual class: inhibitors | actives 0.99% (n = 72,000); further: potency means the concentration at half of the fitted maximal effect; on the % scale 0 is the no-effect control and ±100 the full control effect; nearly all actives have a fitted effect of over 55% in size
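Phosphorylated ERK1/2 detected via AlphaScreen bead proximity in lysates of V1b-expressing HEK293 cells given 25 nM vasopressin for 5 min after 30 min compound exposure (37 °C). AC50 from Hill equation; basal DMSO 0%, vasopressin 100%.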
HEK293 cAMP ctrl: parental HEK293 cAMP activation (counter-screen); parental HEK293 CNG cAMP sensor, membrane potential fluorescence; AID 938; Potency, µM (top dose mostly 57.1 µM), inactives show at the highest dose activation, usual class: activators; actives 2.5% (n = 73,000); further: potency means the concentration at half of the fitted maximal effect; % of control where 0% means no effect; nearly all actives have a fitted effect of over 55% in size
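Parental HEK 293 cells stably expressing a modified CNG channel (no TSHR) report cAMP rise as membrane depolarization. Membrane potential dye with 100 uM RO 20-1724 was loaded for 60 min at room temperature, then compound added for 30 min; fluorescence read at 590 nm.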
BRCT inh green: BRCA1 BRCT-phosphoprotein interaction inhibition; BRCA1 BRCT-phosphopeptide binding, green fluorescence polarization; Potency, µM (titrated, usually from 76.9 µM), inactives show at the top dose activity change, negative = inhibition, usual class: inhibitors; actives 0.05% (n = 75,000); AID 875;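 further: potency means the concentration at half of the fitted maximal effect; plate controls were peptide without protein for full effect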
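Fluorescence polarization: His-tagged BRCT (~35 kDa BRCA1 C-terminus, 250 nM) bound to 100 nM fluorescein-labeled phosphorylated 10-aa BACH1 peptide, pH 7.3 phosphate buffer with DTT and Tween 20. Compounds incubated 12 min at room temperature; inhibition read as lowered polarization.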
Numbers without * were called inactive; i = inactive; ? = inconclusive; nt = no result given; & = joins results of further samples; [ ] = another dose, or the depositor's remark. Unless noted, the call rests on the fitted dose curve; in most records, active means well fitted curve in the direction sought with a large enough effect; inconclusive means small, poorly fitted or top-dose-only effect, or another doubt; inactive means no such curve, though single readings can be large; an effect the other way counts as inactive or inconclusive.

| SMILES | Luciferase inh | Caspase-1 inhib | A350 fluor | USP2a inhib | CRE Fsk mod | BRCT PPI red | Casp7 inh | Tau filament bind | ERK AVP block | HEK293 cAMP ctrl | BRCT inh green |
| --- | --- | --- | --- | --- | --- | --- | --- | --- | --- | --- | --- |
| Cc1ccc(NC(=O)COC(=O)C2CC2C)c(S(=O)(=O)N2CCCCC2)c1 (stereo unspecified) | 3% | 0% | 1.7e-08M* | -1% | -8% | -1.6% | 0% | -2% | -25% | 6% | -4.5% |
| COc1ccc2nc(NC(=O)c3cccc(OCc4c(C)noc4C)c3)sc2c1 | 13µM* | -17% | 1.2e-06M* | 13% | ? | -0.5% | 1%[0.00368 µM] | 406% | -24% | ? | -4.0% |
| CN1CCN([C@@H](c2ccccc2)c2ccc(Cl)cc2)CC1 | 6%[25.5 µM] | -1%[25.7 µM] | i | 15%[17.1 µM] | -6%[17.1 µM] | -2.2%[34.4 µM] | -1%[25.7 µM] | -29%[25.6 µM] | -3%[25.7 µM] | 4%[25.6 µM] | 2.6%[34.4 µM] |
| O=C1NCCN1c1ncc([N+](=O)[O-])s1 | 3%[25.5 µM] | 0%[25.7 µM] | i | -8%[17.1 µM] | -1%[17.1 µM] | -1.7%[34.4 µM] | 0%[25.7 µM] | 1%[25.6 µM] | -10%[25.7 µM] | -1%[25.6 µM] | -1.9%[34.4 µM] |
| COc1ccc(C2C(C(C)=O)=C(O)C(=O)N2CCCn2ccnc2)cc1OC (stereo unspecified) | 0% | -1% | i | -7% | -4% | -0.5% | 3% | 7% | -17% | -2% | -0.1% |
| CS(=O)(=O)N1CCC[C@@]2(CCN(C(=O)Nc3cccc(C#N)c3)C2)C1 | 0%[11.4 µM] | -1% | i | 11% | -5% | -0.5% | 0% | -5% | 11% | 1% | -3.7% |
| O=C(O)CSc1nnc(CNc2ccc(Cl)cc2)n1Cc1ccccc1 | 2% | 0% | i | 8% | -2% | -0.7% | 0% | -12% | 0% | 32µM* | 2.3% |
| CN(C)C(=O)N1CCC(C(=O)NC2CCCCCCC2)CC1 | 3% | -1% | ? | 4% | 7% | 1.1% | 2% | 3% | 1% | 1% | -2.3% |
| Cc1csc(NC(=O)c2cc3c(s2)CCC3)n1 | 2.5µM* | 0% | ? | -1% | ? | 1.3% | -2% | 9% | -7% | 1% | 0.7% |
| Cc1cc(N2CCN(C(=O)c3ccco3)CC2)n2ncnc2n1 | 2% | -1% | i | 2% | ? | -0.3% | 1% | -6% | -20% | -7% | 0.9% |
| Cc1nonc1NC(=O)OC1CCCCC1 | 4% | -2% | ? | 7% | ? | 1.3% | -2% | 6% | 17% | -1% | -0.3% |
| O=C(CC1OC(=O)c2ccccc21)c1ccco1 (stereo unspecified) | 4% | -1% | i | -14% | -18% | 0.4% | -1% | -9% | 6% | 2% | -2.2% |
| O=C(Nc1nnc(C2CCCCC2)s1)c1ccco1 | -7% | 0% | ? | -27% | 8% | 0.7% | 0% | -10% | -9% | 29% | -1.0% |
| Cc1ccc(Nc2cc(=O)n(C3CCCCC3)c(=O)[nH]2)cc1C | -1% | -1% | i | 11% | -22% | 1.0% | -3% | 120% | 24% | 13% | 0.3% |
| COc1cc2nc(C3CCC3)n(NC(=O)COc3ccccc3)c(=O)c2cc1OC | -17% | 0% | i | 14% | -3% | 0.9% | 0% | 39% | ? | ? | -1.6% |
| COc1ccc(-c2coc3cc(O)ccc3c2=O)cc1 | -14%[11.4 µM] | 3%&0% | 1.1e-07M* | -7% | ? | 1.8%&-1.2% | 0%&-3% | 32µM* | -6%&-1% | -11% | 0.0% |
| COc1ccc(OC)c(C2=NOC(C(=O)Nc3c(C)n(C)n(-c4ccccc4)c3=O)C2)c1 (stereo unspecified) | 5% | 1% | nt | nt | -9% | 0.6% | 0% | 4% | -23% | 10% | -0.2% |
| COc1ccc(-n2c(CNC(=O)c3cc(OC)c(OC)c(OC)c3)n[nH]c2=S)cc1 | 4% | 1% | i | 0% | ? | -1.8% | 1% | -1% | 22% | -3% | -1.9% |
| COc1ccc(/C=N/O)cc1COc1ccc(NC(C)=O)cc1 | -4% | -4% | nt | 5% | 5% | -0.8% | 2% | 15% | -9% | -4% | -1.4% |
| Cc1ccccc1OCc1nnc2n1CC(C)S2 (stereo unspecified) | 2% | -2% | nt | nt | 5% | -1.5% | 1% | -1% | nt | 6% | -2.3% |
| O=C1c2ccccc2C(=O)N1CCCc1nc2ccccc2c(=O)n1CCCn1ccnc1 | 5% | -1% | i | 24% | ? | -1.1% | 0% | -9% | -28% | -2% | -0.4% |
| CCOC(=O)N1CCN(C(=O)CN(c2ccc3c(c2)OCO3)S(C)(=O)=O)CC1 | 0% | 2% | i | 4% | -21% | 1.6% | 1% | -3% | -4% | 0% | 0.0% |
| CCCOc1ccc(C2C(=O)N(C3CCCCC3)CC(=O)N2C2CC2)cc1OC (stereo unspecified) | 2% | 1% | i | 9% | 1% | -0.7% | -1% | 3% | -6% | 7% | -1.4% |
| COc1cc(S(=O)(=O)N2CCN(Cc3ccc4c(c3)OCO4)CC2)c(C)cc1C | 3% | -5% | nt | nt | ? | 0.5% | 0% | 19% | nt | -1% | -2.7% |
| CN1CCN(c2ncnc3ccc(-c4cccc(NS(C)(=O)=O)c4)cc23)CC1 | -2%[2.29 µM] | 0% | i | 25% | ? | -2.3% | 0% | 3% | 3.2µM* | 1% | 2.6% |
| Nn1cc(-c2ccccc2)nc1SCC(=O)NC1CCS(=O)(=O)C1 (stereo unspecified) | 2% | 1% | i | 1% | -2% | 0.7% | 2% | 1% | -4% | -1% | -2.7% |
| CSc1nsc(SC)c1NC(=O)OCCc1ccccn1 | 0% | 1% | i | -1% | 6% | 2.7% | 1% | 5% | -18% | 22% | -0.5% |
| O=C(CSc1ccccn1)Nc1ccccc1F | -1% | -3% | nt | 0% | 5% | 0.2% | 1% | 8% | 2% | 15% | -3.6% |
| Cc1cccc(-n2c(N)cc(=O)nc2SCC(=O)NC2CCCCC2)c1 | 0% | -1% | ? | -10% | -1% | -0.3% | -1% | 10% | 4% | 1% | -1.3% |
| Cc1ccccc1OCc1nc2ccccc2c(=O)n1/N=C/c1ccco1 | -20% | 1% | i | 8% | 22% | -4.3% | -1% | 9% | 20% | 16µM* | 0.1% |
| CCCCc1c(O)nc(SCC(=O)c2ccccc2)[nH]c1=O | -1% | -2% | ? | -1% | ? | 0.1% | -1% | -6% | 4% | 16% | 4.5% |
| O=C(NCCCN1CCCC1=O)c1ccc2c(c1)OCO2 | 4% | 1% | i | -5% | -5% | -0.4% | -1% | 0% | -8% | 1% | -1.2% |
| O=C(NCc1ccoc1)c1ccc(NC(=O)c2ccccc2Cl)cc1 | -3% | -1% | i | 39%[activator] | -19% | -0.4% | -2% | 0% | -10% | -2% | -0.1% |
| COC(=O)C(C)Sc1ccc2nnc(-c3ccc(F)cc3)n2n1 (stereo unspecified) | -9% | 2% | 1.1e-08M* | 3% | 21% | -3.3% | 0% | -10% | 11% | 14% | 1.0% |
| O=C(COc1ccc(S(=O)(=O)N2CCCC2)cc1)NCc1ccco1 | 2% | 1% | i | 4% | 2% | -0.6% | -2% | 1% | 6% | 16% | -1.9% |
| Cc1c(NC(=O)COC(=O)C2CC3C=CC2C3)c(=O)n(-c2ccccc2)n1C (stereo unspecified) | -1% | 1% | i | -8% | -2% | -1.6% | 0%[0.00368 µM] | 5% | -6% | 1% | -0.4% |
| Cc1noc(C)c1C(=O)N1CCC2(CC1)CN(c1ccccc1)C2 | -1%[11.4 µM] | -1% | i | 16% | -2% | 1.1% | -1% | -6% | -29% | -10% | 0.5% |
| Cc1cc(C(=O)CSc2nncs2)c(C)n1-c1ccc2c(c1)OCO2 | -12% | -3% | i | 27% | 21% | -0.8% | -5% | -17% | 32µM* | ? | 1.8% |
| Cc1ccc(-c2c3c(=O)n(C)c(=O)n(C)c3cn2CCCN2CCOCC2)cc1 | 2% | -2% | ? | 9% | 4% | 0.2% | 1% | 0% | -29% | -2% | -1.6% |
| CC[C@@H](c1ccc2cc(O)ccc2c1)C(C)(C)C(=O)O | 3%[11.4 µM] | 0%[11.5 µM] | ? | nt | -6%[7.6 µM] | -2.3%[15.4 µM] | -1%[11.5 µM] | 8%[11.4 µM] | 15%[11.5 µM] | -9%[11.4 µM] | -4.5%[15.4 µM] |
| CN1CCNC(=O)C1CC(=O)O (stereo unspecified) | -36% | 1% | i | -7% | -5% | -0.9% | 6% | -5% | 8% | ? | -0.3% |
| O=C(O)COc1ccccc1C1C2C(=O)N(c3ccccc3)C(=O)C2ON1c1ccccc1 (stereo unspecified) | 0% | -2% | i | 10% | -1% | 1.6% | -3% | -9% | ? | 3% | -0.2% |
| CCOC(=O)c1[nH]c(C)c(C(=O)Nc2ccc(C)c(F)c2)c1C | 1% | 0% | i | 21% | -9% | -2.0% | 0% | 11% | -11% | ? | 0.8% |
